NSD2 inh: NSD2 (human) methyltransferase inhibition; O96028; NSD2 peptide methylation, AlphaScreen, 120 min; inhibition, % at 12.5 µM; hit rate 0.54% among 310,000; AID 743445; in the data active = inhibition above about 50%
Mot1-301 SUMO: blocks SUMOylation pathway, rescuing yeast Mot1-301 growth. growth rescue, % at 18.8 µM. AID 2716. hit rate 1% among 320,000. S. cerevisiae Mot1-301 growth rescue, ATP luminescence, 38.5C; percent above DMSO median, 100 means doubled;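 active = every valid replicate shows activation above 250% relative to neutral control wells; inactive = the rest, any valid replicate at or below 250%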;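 note: OY570 slx delta 5 strain wells were the positive control but not used for scaling; some compounds called inactive have numbers as strong as hits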
Rtt109 Vps75: C. albicans Rtt109 histone acetyltransferase inhibition. purified Rtt109/Vps75, ThioGlo CoA-SH fluorescence, 4 h. inhibition, % at 34.9 µM. hit rate 0.16% among 330,000. AID 540336;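 active = inhibition of at least 50% in every replicate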
Target sequence (Q5AAJ8 whole entry, looked up): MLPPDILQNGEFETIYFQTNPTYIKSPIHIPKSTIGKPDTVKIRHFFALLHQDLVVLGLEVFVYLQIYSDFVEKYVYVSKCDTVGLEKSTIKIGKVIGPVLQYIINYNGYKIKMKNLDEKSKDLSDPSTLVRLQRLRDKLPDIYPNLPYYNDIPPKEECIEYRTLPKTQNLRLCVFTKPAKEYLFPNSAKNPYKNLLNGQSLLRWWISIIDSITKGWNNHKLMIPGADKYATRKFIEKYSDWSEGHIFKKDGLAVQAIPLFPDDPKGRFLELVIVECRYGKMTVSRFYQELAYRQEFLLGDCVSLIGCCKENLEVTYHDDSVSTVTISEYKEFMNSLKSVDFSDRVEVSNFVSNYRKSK
LANA DNA inh: KSHV C-LANA DNA binding inhibition | MBP-C-LANA/FAM-LBS DNA binding, fluorescence polarization | inhibition, % at 9 µM | hit rate 0.078% among 340,000;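 active = highest replicate inhibition at or above 60% at 9 µM, even if other replicates fall short; inactive = all replicates below 60% inhibition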;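 note: 0% = neutral control wells and 100% = 4 µM acridine orange control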
CDK5 p35 inh: CDK5/p35 (human) kinase inhibition; inhibition, % at 10 µM; Recombinant CDK5/p35, ADP-Glo luminescence, 60 min; hit rate 0.01% among 330,000; Q00535+Q15078;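 active = highest replicate inhibition of at least 50% and at least 75% of replicates reaching 50%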;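 note: plate controls were DMSO neutral control for no effect and GW8510 at 10 µM for full effect; many of its hits are not listed in these tables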
PfHsp90 yeast 2: reduces growth (ATP signal) of yeast expressing P. falciparum Hsp90 | hit rate 0.32% among 310,000 | AID 504621 | inhibition, % at 9.4 µM | S. cerevisiae expressing PfHsp90, BacTiter-Glo ATP, 48 h; yeast lacking PDR1 and PDR3 efflux regulators;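 active = every replicate shows inhibition above about 80%, whatever the replicate mean, limit read from the data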;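 note: 0% = DMSO neutral controls and 100% = 20 µM radicicol positive controls; yeast relying on Plasmodium falciparum Hsp90 in place of its own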
PvdQ acylase: P. aeruginosa PvdQ acylase inhibition. purified PvdQ acylase, fluorescence plate reader. inhibition, % at 10 µM. hit rate 0.063% among 340,000. AID 488965; in the data active = inhibition above about 30%, passing the limit was not always enough;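 note: 0% = vehicle neutral wells and 100% = reference inhibitor wells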
Keap1-Nrf2 PPI: disrupts human Keap1 binding to Nrf2 peptide; AID 504523; hit rate 0.15% among 340,000; Keap1 Kelch-Nrf2 peptide fluorescence polarization, 1536-well; inhibition, % at 9.4 µM; in the data active = inhibition above about 12%;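 note: human Keap1 Kelch domain with fluorescein labeled Nrf2 9mer peptide probe; 0% = neutral control wells and 100% = peptide positive control; higher means more block of Keap1 binding to Nrf2 peptide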
RTF Ca sens inh: cardiac RTF calcium desensitization. hit rate 0.12% among 340,000. inhibition, % at 7.15 µM. P19429+P45379. IANBD-labeled cardiac RTF, Ca2+ fluorescence;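 active = inhibition above the mean inhibition of all tested compounds plus 3 SD, cut at about 17% in these data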;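 note: assay run at fixed EC70 calcium of 1.6 mM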
dFosB act: activators of mouse delta FosB homodimer. purified delta FosB, TAMRA-CDK5 oligo fluorescence polarization; percent of positive-control signal above neutral wells. activation, % at 25 µM. hit rate 0.99% among 340,000. AID 493131;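 active = mean activation above about 17%, with every replicate also reaching it, limit read from the data, passing the limit was not always enough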;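 note: fluorescence polarization rise as delta FosB binds a TAMRA Cdk5 AP-1 oligo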
Target sequence (P13346 whole entry, looked up): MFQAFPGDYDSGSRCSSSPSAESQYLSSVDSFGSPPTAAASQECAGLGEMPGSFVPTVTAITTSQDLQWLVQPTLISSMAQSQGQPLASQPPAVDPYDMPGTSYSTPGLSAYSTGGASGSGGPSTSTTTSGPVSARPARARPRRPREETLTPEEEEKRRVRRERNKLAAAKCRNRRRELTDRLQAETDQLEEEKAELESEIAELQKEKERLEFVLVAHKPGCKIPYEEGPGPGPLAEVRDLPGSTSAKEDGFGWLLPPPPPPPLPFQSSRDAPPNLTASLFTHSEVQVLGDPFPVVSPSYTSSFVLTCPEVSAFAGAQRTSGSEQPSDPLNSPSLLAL
RTF Ca sens act: cardiac RTF calcium sensitization | P19429+P45379 | IANBD-labeled TnC RTF fluorescence at EC20 calcium; 0% EC20 calcium, 100% full calcium | activation, % at 7.2 µM | hit rate 0.24% among 340,000;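 active = activation above the mean over all tested compounds plus 3 SD, cut at about 30% in these data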;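 note: rise in fluorescence read as greater calcium sensitivity of cardiac thin filaments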
Numbers without * were called inactive; nt = no result given. Rows are unselected. About 3.2% of those tested had a hit in this group.

smiles	NSD2 inh	Mot1-301 SUMO	Rtt109 Vps75	LANA DNA inh	CDK5 p35 inh	PfHsp90 yeast 2	PvdQ acylase	Keap1-Nrf2 PPI	RTF Ca sens inh	dFosB act	RTF Ca sens act
O=C(Nc1ccc(F)c(Cl)c1)C1CCCN(C2=NS(=O)(=O)c3ccccc32)C1 (stereo not given)	0	20	8	1.5	-0.7	16	6	-6	5	-2	-5
COc1ccc(S(=O)(=O)CCc2nnc(NC(=O)c3ccc(F)cc3)s2)cc1	-1	-10	-7	-0.5	1.5	25	-15	5	6	7	-7
Cc1ccc(C(=O)OC(C)C(=O)Nc2ccc(Cl)cn2)s1 (stereo not given)	2	-20	-2	0.6	0.7	-9	-5	-2	-5	-2	2
COc1cccc(NC(=O)N2CCCC2C(=O)NC2CCCCC2)c1 (stereo not given)	-4	-16	-2	-0.2	0.4	14	-8	-7	-4	0	0
COC(=O)C1=C(CS(=O)(=O)c2ccccc2)NC(=O)NC1c1ccc(O)cc1 (stereo not given)	1	11	5	-0.2	-1.0	-26	0	-1	0	1	-2
Cc1ccc(SC[C@H](Cc2ccccc2)N2CCN(CCc3ccccc3)CCC2=O)cc1	nt	199	14	0.2	0.8	15	6	0	-1	0	-2
O=S(=O)(NCC1CCCO1)c1ccc(Cl)nc1 (stereo not given)	-1	-22	-11	0.4	-0.3	-3	-11	1	-4	-5	4
CCOC(=O)C(=CNc1cc(C)ccn1)C(=O)OCC	-1	-4	4	2.5	1.3	11	10	-1	-5	-4	-2
O=C(NC1CCCC1)c1csc2c1CCCC2	-1	-5	-1	1.0	0.1	nt	-7	-6	2	1	-2
N#CCc1nn(-c2ccccc2)c(N)c1C#N	-1	-5	2	0.3	0.2	16	-12	-4	-23	-1	5

An excerpt from above in order of their number in Keap1-Nrf2 PPI, highest first:
Compound,Keap1-Nrf2 PPI
COC(=O)C1=C(CS(=O)(=O)c2ccccc2)NC(=O)NC1c1ccc(O)cc1 (stereo not given),-1
Cc1ccc(C(=O)OC(C)C(=O)Nc2ccc(Cl)cn2)s1 (stereo not given),-2
N#CCc1nn(-c2ccccc2)c(N)c1C#N,-4

Other results follow:
smiles	NSD2 inh	Mot1-301 SUMO	Rtt109 Vps75	LANA DNA inh	CDK5 p35 inh	PfHsp90 yeast 2	PvdQ acylase	Keap1-Nrf2 PPI	RTF Ca sens inh	dFosB act	RTF Ca sens act
COc1ccccc1-c1nnc(SCC(=O)Nc2ccccc2)o1	3	26	nt	-0.1	-0.7	20	-8	-4	-6	-4	0
N#CCCN(C(=S)NC(=O)C1CCCCC1)c1ccccc1F	-3	7	5	0.1	-1.3	nt	-10	0	0	3	-4
CCc1cc(Cn2nc(-c3ccccc3)cc2C(=O)NCc2ccccc2OC)on1	nt	-25	-9	2.2	-3.2	0	-6	-5	-1	-5	5
CCOc1nc(C)nc(NC(=O)NS(=O)(=O)c2ccccc2Cl)n1	-2	-13	-6	0.9	0.3	nt	-14	2	-11	4	5
Cc1ccc2nc(COc3ccc(N(C)S(=O)(=O)c4ccccc4)cc3)cc(=O)n2c1	42	11	0	-2.4	-0.9	-1	0	-1	8	-11	0
O=C(NNC(=O)c1cc(-c2cccc(Br)c2)nc2ccccc12)c1csc(N2CCOCC2)n1	0	-20	-1	-2.5	0.6	nt	-9	-5	-6	-6	-15
Cc1cccc(NCc2nc3ccccc3n2C)c1	nt	-4	-5	0.0	1.6	-6	-11	7	-7	2	-4
Cc1ccc(CNC(=O)Cc2ccc(-n3cccc3)cc2)cc1	-4	0	-1	0.0	3.8	-6	-13	-7	-13	-3	14
COC(=O)c1c(C)[nH]c(C)c1C(C)=O	-2	4	-21	0.9	0.5	16	-8	-3	-5	-1	3
COCCCn1cc(C(=O)c2cc(Br)ccc2O)cc(C#N)c1=O	-2	5	1	-0.4	1.2	6	-11	-2	-12	-7	4
CCCC1Cc2nc(N3CCCCC3)c(C#N)cc2CO1 (stereo not given)	-4	-23	-3	0.3	0.7	-2	-15	-11	-3	4	4
CCC(=O)Nc1c2c(nn1-c1cccc(Cl)c1)CSC2	nt	-15	-23	0.1	-1.2	15	-12	-2	-5	0	-3
Cc1nc(-c2nc(-c3c(C(=O)NN)noc3C)cs2)cs1	-11	-13	-4	-0.2	0.0	7	5	-4	2	-4	0
Cc1nc(SCc2cccc(Oc3ccccc3)c2)n[nH]1	5	14	1	0.5	1.1	5	-6	0	-15	0	-3
Cn1c(/C=C/c2ccccc2)nc2ccccc2c1=O	-1	14	-6	1.0	0.0	-1	13	-1	2	-20	0
Cn1c(C(=O)OC(C(=O)NC(C)(C)C)c2cccnc2)cc2sccc21 (stereo not given)	1	-22	2	0.2	1.0	20	2	1	-5	-7	5
CCOC(=O)c1cnn(-c2ncnc3sc4c(c23)CCC4)c1N	0	157	13	4.0	-1.2	52	4	-4	2	-11	4
O=C(Cn1cnc2cc([N+](=O)[O-])ccc2c1=O)Nc1ccc2c(c1)CCC2	-1	0	-15	0.9	-0.3	4	-7	3	-9	2	-5
CCOC(=O)c1csc(NC(=O)CN2CCCCC2)n1	nt	42	2	-1.7	0.0	29	-18	-1	-5	2	3
Cc1nn(-c2ccccc2)c2c1c(C)c(CCC(=O)N1CCOCC1)c(=O)n2C	-7	-4	4	-2.3	-0.8	-22	-11	-2	-3	-25	-2
Cc1ccc(-c2cc(-c3ccccc3)nc(N/N=C/c3cccnc3)n2)cc1	-1	-10	8	-1.3	-0.4	-2	7	-5	-6	-12	0
CCOC(=O)C1CCN(C(=O)c2cccc(S(=O)(=O)Nc3ccc(C)cc3C)c2)CC1	-6	213	-2	1.5	-1.2	19	7	2	-5	-13	5
COc1cc2cc(CCCOC(=O)c3cccc(Br)c3)oc(=O)c2cc1OC	nt	-4	11	0.4	-1.2	21	0	0	-1	-7	-2
COc1ccc2[nH]c3c(NCCC4=CCCCC4)ncnc3c2c1	1	nt	-3	0.7	-0.3	-80	-9	-4	-6	-13	1
S=C(NCCNC(=S)Nc1ccccc1Cl)Nc1ccccc1Cl	2	127	-4	-0.2	2.8	41	-8	2	4	-4	1
CCc1ccc(C2=NN(c3ccc(S(N)(=O)=O)cc3)C(c3ccc(F)cc3)C2)cc1 (stereo not given)	-8	-11	-1	1.7	0.4	-84	-216	0	-9	-11	5
Cc1ccc(NC(=O)c2nc(S(=O)(=O)Cc3ccccc3)ncc2Cl)cc1	-3	151	-3	1.4	1.0	104*	13	0	-15	12	-9
Cc1cccc(C)c1NC(=S)N=Nc1c(O)n(C)c2ccc(S(=O)(=O)N3CCOCC3)cc12	-3	-3	-5	3.4	1.0	-23	-4	0	-8	-3	0
O=C(NNc1cc(Cl)ccc1Cl)c1cccnc1Cl	0	118	2	0.6	-0.2	-45	-12	-2	2	-5	1
Cc1cccc(C(=O)NCc2nnc(SCc3ccc(F)cc3)n2C)c1	-2	-10	-1	2.4	3.6	-37	-5	2	2	-11	11

Some of these compounds in order of formula weight, smallest number first:
smiles	NSD2 inh	Mot1-301 SUMO	Rtt109 Vps75	LANA DNA inh	CDK5 p35 inh	PfHsp90 yeast 2	PvdQ acylase	Keap1-Nrf2 PPI	RTF Ca sens inh	dFosB act	RTF Ca sens act
O=C(NC1CCCC1)c1csc2c1CCCC2	-1	-5	-1	1.0	0.1	nt	-7	-6	2	1	-2
CCCC1Cc2nc(N3CCCCC3)c(C#N)cc2CO1 (stereo not given)	-4	-23	-3	0.3	0.7	-2	-15	-11	-3	4	4
Cc1nn(-c2ccccc2)c2c1c(C)c(CCC(=O)N1CCOCC1)c(=O)n2C	-7	-4	4	-2.3	-0.8	-22	-11	-2	-3	-25	-2

Later entries.
smiles	NSD2 inh	Mot1-301 SUMO	Rtt109 Vps75	LANA DNA inh	CDK5 p35 inh	PfHsp90 yeast 2	PvdQ acylase	Keap1-Nrf2 PPI	RTF Ca sens inh	dFosB act	RTF Ca sens act
Cc1ccc(C(=O)NCc2ccc3c(c2)OCO3)cc1S(=O)(=O)N1CCCCC1	-1	10	12	-2.0	0.0	-12	-9	0	1	4	-3
COc1cc(S(=O)(=O)NCc2ccncc2)c(OC)cc1Cl	-1	7	2	-0.1	-1.7	13	-6	-1	-13	-4	11
COc1cc(/C=N/NC(=O)C2COc3ccccc3O2)cc(OC)c1OC (stereo not given)	3	4	-6	-0.2	-1.2	-9	-7	-1	11	-3	-4
Nc1nc(SCC(=O)N2CCCCC2)[nH]c(=O)c1NC(=O)c1ccccc1F	-3	-1	-4	-0.5	0.2	-8	-8	-6	-3	-4	0
CCCCNC(=O)Cc1ccc(Br)cc1	0	243	0	1.4	0.2	-6	0	3	1	10	1
O=C(c1cn(-c2ccccc2)nc1-c1ccc(F)cc1)N1CCCCC1	-2	-5	14	1.2	-2.1	2	-17	1	-8	-2	4
Fc1ccc(CSc2nnc(-c3cnccn3)n2Cc2ccco2)cc1	-2	0	-11	1.7	-1.8	nt	-11	1	-5	-3	-2
CCCCCC(=O)Nc1ccc(S(=O)(=O)Nc2nccc(C)n2)cc1	2	473	-3	-0.7	0.0	10	-4	-2	0	0	-3
Cc1nnsc1-c1nnc(SCC(=O)c2ccc(C#N)cc2)n1C1CC1	-1	107	-3	-0.7	-1.2	2	-11	-4	-8	-7	-3
Oc1ccc(/C=N/Nc2ncnc3c2ncn3Cc2ccccc2)cc1O	72*	167	6	0.8	-1.3	8	1	-4	-6	-15	4
CCOC(=O)c1c2c(n(C)c1C)C(=O)C(=O)c1ccc(Br)cc1-2	nt	7	-5	0.1	-0.6	nt	-12	-5	-11	6	3
CCN(Cc1ccccc1)C(=O)C(C)OC(=O)c1cc(S(=O)(=O)Nc2c(C)n(C)n(-c3ccccc3)c2=O)ccc1C (stereo not given)	0	2	-1	-1.1	-3.7	7	-10	-4	1	-15	2
CCn1cnc2cc(NCc3cccc(OC)c3O)ccc21	nt	34	31	-4.6	-0.4	11	9	-3	-3	-11	2

Assay outcomes (PubChem)
